Screens: PubChem BioAssay, several laboratories
GPR55 activation = GPR55 agonists via beta-arrestin recruitment, primary screen, imaging, U2OS cells, beta-arrestin-GFP redistribution (AID 1961); activation, % at 10 µM; hits with a dose series show EC50 in µM; U2OS GPR55 beta-arrestin-GFP redistribution imaging; higher % means a stronger effect; 0.048% of 290,000 active;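 active = activation above 40% with more than 50 cells counted in the well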;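 also: U2OS osteosarcoma cells stably expressing GPR55 and beta-arrestin-GFP; plate controls were DMSO negative control for no effect and LPI positive control for full effect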
GPR35 antagonists = GPR35 antagonists blocking zaprinast-driven arrestin recruitment, primary screen, imaging, U2OS, beta-arrestin-GFP, zaprinast agonist (AID 2058). 0.052% of 290,000 active. one-dose inhibition, % at 10 µM; IC50 in µM for titrated hits. U2OS GPR35 beta-arrestin-GFP translocation imaging, zaprinast antagonism; higher % means a stronger effect;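 active = inhibition of at least 50% with at least 30 cells and total cytoplasm GFP at most 10,000,000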
NTR1 ag = agonists of NTR1, primary screen, imaging, U2OS cells, beta-arrestin-GFP, high content (AID 493036); activation, % at 20 µM; 0.17% of 330,000 active; NTR1-U2OS beta-arrestin-GFP spot imaging, agonist mode;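 active = activation at or above 40% of the spot to cytoplasm intensity ratio, with at least 20 cells analyzed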;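 also: 0% = DMSO without peptide and 100% = 100 nM NTR1 peptide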
Target sequence (P30989 whole entry, looked up): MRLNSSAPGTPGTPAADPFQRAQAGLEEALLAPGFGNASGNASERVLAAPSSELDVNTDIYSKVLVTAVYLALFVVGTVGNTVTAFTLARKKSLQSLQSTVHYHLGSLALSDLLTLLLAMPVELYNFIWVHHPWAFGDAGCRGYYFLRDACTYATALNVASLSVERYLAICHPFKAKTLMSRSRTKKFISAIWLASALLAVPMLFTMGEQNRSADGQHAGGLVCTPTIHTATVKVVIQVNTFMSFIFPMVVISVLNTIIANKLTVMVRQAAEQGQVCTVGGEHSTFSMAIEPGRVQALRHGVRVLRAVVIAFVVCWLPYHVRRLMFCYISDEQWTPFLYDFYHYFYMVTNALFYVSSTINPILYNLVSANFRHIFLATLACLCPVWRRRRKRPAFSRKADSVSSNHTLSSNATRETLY
Salmonella PhoP GFP = inhibitors of PhoP regulon expression, primary screen, Salmonella Typhimurium, GFP reporter (AID 1863). S. Typhimurium PhoP-regulated promoter GFP reporter, 4 h; higher % means a stronger effect. 0.16% of 300,000 active. inhibition, % at 50 µM; hits with a dose series show IC50 in µM;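 active = inhibition over 29.93%, a cutoff 3 SD above the screen mean, later confirmed by dose response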;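 also: 0% = low Mg2+ inducing control and 100% = high Mg2+ repressing control; strong numbers were not always called active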
KOR beta-arrestin-1 = KOR antagonists, beta-arrestin recruitment, cell-based, luminescence, uHTS (AID 1778). KOR beta-arrestin recruitment, luminescence, antagonist mode; higher % means a stronger effect. 0.091% of 290,000 active. one-dose inhibition, % at 10 µM; IC50 in µM for titrated hits; in the data active = inhibition above about 50%; also: strong numbers were not always called active
West Nile virus CPE = inhibition of WNV-induced cytopathic effect – cell-based, CPE readout (AID 1621); 0.02% of 290,000 active; West Nile virus-infected cells, CPE inhibition; higher % means a stronger effect; CPE inhibition, % at 10 µM, or IC50 in µM where a hit was titrated; in the data active = a potency from the dose series; also: strong numbers were not always called active
GPR55 LPI antagonism = inhibition of LPI-stimulated GPR55 beta-arrestin translocation – imaging, U2OS, beta-arrestin-GFP, LPI agonist, primary screen (AID 2013); U2OS GPR55 beta-arrestin-GFP translocation imaging, LPI antagonism; higher % means a stronger effect; 0.13% of 290,000 active; one-dose inhibition, % at 10 µM; IC50 in µM for titrated hits;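 active = spots per cell inhibited over 60%, with over 100 cells counted and total cytoplasm intensity under 500,000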;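 also: U2OS cells stably carrying GPR55 and arrestin-GFP stimulated by 5 µM LPI near EC80; imaged beta-arrestin-GFP aggregate spots per cell after agonist stimulation; plate controls were LPI-stimulated DMSO wells for no effect and DMSO wells without LPI for full effect; some results filed as inactive read as strong as hits; confirmed hits need IC50 under 10 µM and bright autofluorescent wells are also inconclusive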
KOR beta-arrestin-2 = kappa opioid receptor activators – cell-based, luminescence, uHTS, primary screen (AID 1777). KOR beta-arrestin recruitment, luminescence; higher % means a stronger effect. activation, % at 10 µM, or EC50 in µM where a hit was titrated. 0.02% of 280,000 active; in the data active = activation above about 50%, passing the limit was not always enough; also: a part of the inactive calls stands beside numbers as strong as those of hits
T cell HTS = modulates CD8 T cell binding to vesicles; 2C CD8+ T cell-vesicle binding, flow cytometry; hits give low values; calls only at 7 µM; 0.068% of 330,000 active;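 active = response, share of CD8 T cells binding vesicles, and their 90th percentile fluorescence all below set limits, cut at about 80% in these data, passing the limit was not always enough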
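Material: 2C TCR transgenic mouse naive CD8+ T cells, MACS-purified. Also added: QL9-charged Drosophila Ld/ICAM-1/B7-1 vesicles. Timing: binding 1.5 h at 37 °C. Measured by: high-throughput flow cytometry with anti-B7-1 and anti-CD8 staining. Read-out: percent CD8+ FL2 mean versus row control. Controls: Unloaded micro-vesicles (low), QL9 vesicles with 0.7% DMSO (high).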
T cell HTS vesicle-bound % = further read-out of T cell HTS, marked with its call; double positive events, %; measured here: CD8+ vesicle-bound cell fraction;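 binding gate set so that unloaded-vesicle control wells show 10% double positive cells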
NTR1 ag cell count 20 µM = also measured in NTR1 ag; calls as there; cell count; measured here: cell count, cytotoxicity flag
* = called active by the depositor; i = inactive; nt = not tested or not shown; [ ] = remark or other dose.

SMILES	GPR55 activation	GPR35 antagonists	NTR1 ag	NTR1 ag cell count 20 µM	Salmonella PhoP GFP	KOR beta-arrestin-1	West Nile virus CPE	GPR55 LPI antagonism	KOR beta-arrestin-2	T cell HTS	T cell HTS vesicle-bound %
C#CCNC(=O)C1=C[C@H](c2csc3ccccc23)C[C@H](OCc2ccc(CO)cc2)O1	-0.2%	-11%	5.2	46	-7%	-12%	0.6%	23%	-3.6%	i	29
O=C(Nc1c(Cl)cc(Cl)cc1C(=O)NCC1CCCO1)c1ccco1 (centres undefined)	-0.1%	0%	-4.0	85	-1%	-10%	-0.2%	nt	0.9%	i	25
CCCOC(=O)Cn1cnc2scc(-c3ccc(OC)cc3)c2c1=O	-0.3%	-17%	1.3	58	10%	2%[20 µM]	-0.4%	9%	-3.2%	i	55
CN1C(=O)CC(N2CCN(CC(N)=O)CC2)C1=O (centres undefined)	-0.1%	4%	0.2	96	-11%	-13%	0.5%	58%	7.0%	i	54
Fc1ccc(NC(=S)N2CCCc3ccccc32)cc1	-0.3%	20%	-0.5	41	8%	-4%	0.6%	7%	-2.7%	i	2
Cc1ccc(OCC(=O)NNC(=O)c2ccc(NC(=O)C3CC3)cc2)c(C)c1	0.3%	-4%	-0.2	58	-2%	13%	-0.6%	9%	0.2%	i	16
Cc1ccsc1C(=O)OCC(=O)Nc1sccc1C(N)=O	-0.3%	-4%	7.9	90	-4%	-18%	-0.5%	20%	2.9%	i	43
CCOc1ccc(NS(=O)(=O)c2cnc(Cl)c(Cl)c2)cc1	0.3%	-2%	2.6	76	3%	10%	0.0%	-4%	4.1%	i	21
COc1ccc(Br)cc1/C=N/n1c(C)nc2ccccc2c1=O	-0.1%	9%	8.3	90	nt	-5%	-0.1%	-13%	-1.0%	nt	nt
Cn1c(-c2ccccc2)cnc1NCc1cc(Cl)ccc1O	-0.1%	11%	2.3	51	5%	-34%[20 µM]	-2.0%	27%	4.1%	i	41
O=C(CSc1nc2cc(S(=O)(=O)N3CCOCC3)ccc2o1)Nc1c(F)cccc1F	-0.4%	-3%	-1.5	39	-11%	-26%	-0.6%	2%	-0.9%	i	50
CCOC(=O)CSC1=NC(=O)/C(=C/c2ccc(Br)cc2)S1	0.1%	0%	2.8	58	-18%	-36%	0.2%	2%	-5.0%	i	33
CCN1C2=C(C(=O)CCC2)C(c2ccc(O)cc2)C2=C1CCCC2=O	-0.2%	-1%	-2.3	95	9%	9%	1.1%	18%	0.9%	i	10
COc1c(F)c(F)c(C(=O)Nc2ccc(NC(=O)Cc3ccccc3)cc2)c(F)c1F	0.0%	23%	0.5	70	4%	-226%[20 µM]	-0.1%	10%	-3.8%	i	57
CC1Cc2ccccc2N1S(=O)(=O)c1cccc(C(=O)OCC(=O)NCc2ccco2)c1 (centres undefined)	-0.2%	-4%	2.8	42	-2%	-14%	0.6%	2%	0.4%	i	19
Cc1cccc(-n2c(CNC(=O)c3cccc([N+](=O)[O-])c3C)n[nH]c2=S)c1	0.6%	-12%	0.9	39	0%	12%	0.0%	8%	-3.4%	i	10
O=C(Nc1ccc(Cl)cc1F)C1CC1c1ccccc1 (centres undefined)	-0.1%	-8%	0.1	78	-7%	2%[20 µM]	-0.9%	-2%	-3.5%	i	23
CCN(CC(=O)NCc1cccs1)C(=O)c1ccccc1F	0.1%	-9%	-0.7	54	-7%	5%	-0.5%	1%	-4.8%	i	22
CCc1cc(=O)oc2c3c(cc(OCC(=O)NCCCOC)c12)OC(C)(C)CC3	0.0%	0%	0.0	95	0%	9%	-0.3%	4%	-5.5%	i	62
CC(C)(C)OC(=O)NNC(=O)C12CC3CC(CC(C3)C1)C2	0.5%	0%	3.9	51	-2%	-42%	-0.3%	5%	1.3%	i	40
Cc1ccccc1Oc1nnc(-c2cccs2)c2ccccc12	1.2%	-4%	nt	nt	-4%	-21%	-0.2%	6%	-3.3%	nt	nt
CC(Sc1ccc(Cl)cc1)C(=O)NCc1cccnc1 (centres undefined)	-0.1%	20%	-0.2	54	-4%	24%	0.2%	7%	-10%	i	51
CCn1nc(C)c(/C=N/NC(=O)Cn2nnnc2N)c1C	0.2%	-2%	0.5	50	0%	-6%	0.3%	2%	-2.0%	i	55
CC(C)(C)c1ccc(C(=O)N/N=C2\C3CN4CCN(C3)CC2(c2ccccc2)C4)cc1	0.2%	0%	-0.3	40	0%	12%	-0.3%	7%	5.3%	i	32
Oc1ccc2ccccc2c1CNn1cnnc1	-0.1%	0%	0.9	58	-6%	-6%	-0.4%	9%	2.1%	i	47

Compound profiles, as listed above. Screens in order: GPR55 activation	GPR35 antagonists	NTR1 ag	NTR1 ag cell count 20 µM	Salmonella PhoP GFP	KOR beta-arrestin-1	West Nile virus CPE	GPR55 LPI antagonism	KOR beta-arrestin-2	T cell HTS	T cell HTS vesicle-bound %
CCCOC(=O)Cn1cnc2scc(-c3ccc(OC)cc3)c2c1=O as listed: -0.3%	-17%	1.3	58	10%	2%[20 µM]	-0.4%	9%	-3.2%	i	55
Cc1ccccc1Oc1nnc(-c2cccs2)c2ccccc12 as listed: 1.2%	-4%	nt	nt	-4%	-21%	-0.2%	6%	-3.3%	nt	nt
CCn1nc(C)c(/C=N/NC(=O)Cn2nnnc2N)c1C as listed: 0.2%	-2%	0.5	50	0%	-6%	0.3%	2%	-2.0%	i	55

Continuation.
SMILES	GPR55 activation	GPR35 antagonists	NTR1 ag	NTR1 ag cell count 20 µM	Salmonella PhoP GFP	KOR beta-arrestin-1	West Nile virus CPE	GPR55 LPI antagonism	KOR beta-arrestin-2	T cell HTS	T cell HTS vesicle-bound %
CCn1c(C)nc2cc(S(=O)(=O)N3CCCCC3)ccc21	-0.2%	-16%	-1.2	85	0%	-23%	-0.2%	-11%	8.5%	i	7
O=C(COc1ccccc1[N+](=O)[O-])Nc1ccccc1N1CCCC1	-0.1%	-7%	6.2	83	3%	20%[20 µM]	-0.9%	-10%	-5.7%	i	59
COc1ccc(OC)c(-c2csc(NC(=O)C3c4ccccc4Oc4ccccc43)n2)c1	0.2%	-16%	1.7	75	-14%	10%	0.4%	12%	-0.7%	i	4
Cc1cc(C)n2cc(CSc3ncn[nH]3)nc2n1	0.4%	10%	-0.6	56	9%	6%	-0.1%	15%	-1.6%	i	59
S=C(Nc1ccc(Br)cc1)NC1CCCCC1	0.3%	-7%	1.5	44	14%	nt	-1.1%	7%	6.0%	i	27
CCc1sc(N(C(=O)Cc2ccccc2)c2cccc(F)c2)nc1-c1ccc(C)cc1	-0.1%	8%	-0.2	47	-5%	-19%	-0.6%	0%	4.3%	i	34
CCc1[nH]nc(C(=O)N2CCCC(CNS(=O)(=O)c3cccs3)C2)c1C (centres undefined)	0.1%	4%	0.3	58	3%	9%	-0.5%	13%	2.2%	i	26
COc1cc(NC(=O)c2ccc(F)cc2)c(OC)cc1Cl	-0.4%	-5%	1.3	78	2%	13%	1.6%	-9%	-3.3%	i	56
CCC(C(=O)NCCC(C)C)N(Cc1ccccc1Cl)C(=O)c1snc(C(N)=O)c1N (centres undefined)	-0.2%	-5%	2.8	71	7%	-7%	-1.1%	-6%	0.8%	i	48
Cc1c(C(=O)N2CCOCC2)c(S(=O)(=O)Nc2ccc(OC(F)(F)F)cc2)c(C)n1C	-0.1%	4%	2.2	50	1%	-31%	-0.5%	0%	5.7%	i	4
S=C1SCN(CC2CC2)CN1CC1CC1	-0.2%	-2%	1.1	45	8%	50%	-0.1%	3%	1.9%	i	22
O=C(CCSc1nnc(-c2ccncc2)o1)Nc1cccc(Cl)c1	0.2%	10%	-0.1	61	-6%	-11%[20 µM]	-2.2%	7%	nt	i	46
COc1cccc(NS(=O)(=O)c2ccc(S(=O)(=O)N3CCOCC3)cc2)c1	-0.1%	7%	1.0	84	-3%	-12%	-0.5%	13%	3.0%	i	20
O=C(O)C1CCN(c2ccccc2[N+](=O)[O-])CC1	-0.4%	-3%	0.3	47	0%	11%	0.1%	5%	-4.9%	i	31
O=C(O)c1cc(NC(=O)C2CCCO2)cc(NC(=O)C2CCCO2)c1 (centres undefined)	0.2%	4%	1.2	54	4%	16%	-0.2%	6%	-1.9%	i	34
COCCCn1c(C(=O)NCCC2=CCCCC2)cc2c(=O)n3ccccc3nc21	-0.1%	-1%	1.9	41	-9%	0%	0.2%	3%	-6.6%	i	20
COc1ccc(C(=O)NC(=S)N2CC(C)OC(C)C2)cc1 (centres undefined)	0.0%	3%	2.5	43	6%	nt	-0.3%	11%	6.1%	i	55
CCOc1cc(N2CCOCC2)c(OCC)cc1NC(=O)COC(=O)c1ccccc1C	-0.2%	9%	0.6	86	9%	-10%	-1.1%	11%	-0.6%	i	36
Cc1ccc(C(=O)CSc2nnc(-c3cccs3)n2C)o1	-0.1%	-10%	-2.2	108	-10%	9%	0.2%	-3%	15%	i	35
COc1ccc(C(=O)Nc2ccc3oc(Cc4ccc(Cl)cc4)nc3c2)cc1OC	-0.2%	-15%	5.9	47	6%	-18%	-0.5%	11%	-2.6%	i	36
CC(C)C[C@H](NC(=O)C1CC(=O)N(c2ccc3c(c2)OCO3)C1)C(=O)NC1CCCC1 (some centres undefined)	-0.1%	3%	-0.1	54	-6%	11%	-0.5%	-8%	2.2%	i	11
COc1cccc(/C=C/C(=O)NCC2CCCCC2)c1	-0.1%	17%	0.9	49	-5%	-9%	-0.1%	11%	0.2%	i	4
Nc1nc(SCC(=O)NC2CCCC2)[nH]c(=O)c1NC(=O)c1cccs1	0.6%	6%	0.0	71	-2%	22%	-0.1%	2%	4.1%	i	40
O=C(CSc1nc2ccccc2c(=O)n1-c1ccc(F)cc1F)Nc1ccc(N2CCOCC2)cc1	0.0%	9%	0.0	48	4%	33%	27µM*	14%	11%	i	42
CCCNC(=O)NC(=O)CSc1nnc(-c2c[nH]c3ccccc23)o1	0.0%	7%	-0.9	78	-1%	-10%	-1.2%	-6%	-3.4%	i	45
O=C(CCc1nnc2ccc(NCc3ccccc3Cl)nn12)NC1CCCC1	-0.2%	22%	-0.1	64	6%	0%	-0.1%	-5%	0.4%	i	19
CCCCC(c1nnnn1C1CCCC1)N1CCN(C(=O)c2ccco2)CC1 (centres undefined)	0.6%	8%	-1.1	47	-4%	7%	-0.2%	5%	-1.7%	i	20
Cc1cc(C)nc(NC(=O)CSc2nc3ccccc3o2)n1	-0.1%	-5%	-0.1	75	4%	-25%	nt	2%	-1.1%	i	38
O=C(NS(=O)(=O)c1ccc(Cl)cc1)c1ccccc1	-0.1%	2%	0.8	40	-6%	-26%	-0.3%	-6%	5.6%	i	10
CCCNC(=O)COCc1cc(-c2ccc3c(c2)OCO3)on1	0.0%	-14%	0.6	90	-2%	-12%	-0.7%	4%	0.7%	i	19
